Screening results: PubChem, Broad Institute
TcdB GH inh: TcdB glycohydrolase inhibitors, primary screen, biochemical, single point, plate reader. Toxin B (Clostridioides difficile), P18177. TcdB glycohydrolase enzymatic assay. inhibition, % at 9.99 µM. 350,000 tested, 0.24% active. AID 652162, 2013; in the data active means inhibition above about 10%
Mtb BioA inh: M. tuberculosis BioA enzyme inhibitors, primary screen, biochemical, plate reader, single point, HTS; inhibition, % at 9.99 µM; 360,000 tested, 0.096% active; purified M. tuberculosis BioA enzyme; in the data active means inhibition above about 40%
* marks the source's active call; other numbers are inactive results; & = joins results of further samples.

Results follow in this order: TcdB GH inh	Mtb BioA inh
CO[C@H]1CN(C)C(=O)c2ccc(NS(=O)(=O)c3cn(C)cn3)cc2OC[C@@H](C)N(C)C[C@@H]1C
  -1.5	-1.7
C[C@H](CO)N1C[C@H](C)[C@H](CN(C)S(=O)(=O)c2ccccc2)Oc2ccc(NC(=O)c3ccncc3)cc2CC1=O
  0.0	-3.8
C[C@H](CO)N1C[C@H](C)[C@@H](CN(C)Cc2ccncc2)Oc2c(NC(=O)Nc3ccc(F)cc3)cccc2C1=O
  -2.3	1.8
Cc1noc(C)c1C(=O)N(C)C[C@@H]1OCc2ccccc2-c2ccccc2C(=O)N([C@H](C)CO)C[C@@H]1C
  -1.3	-0.2
COc1ccc(S(=O)(=O)N(C)C[C@H]2Oc3c(NC(=O)c4ccc(-c5nccs5)cc4)cccc3C(=O)N([C@H](C)CO)C[C@H]2C)cc1
  -0.4	-1.9
Cc1ccc(S(=O)(=O)Nc2ccc3c(c2)C(=O)N([C@H](C)CO)C[C@H](C)[C@@H](CN(C)C(=O)Cc2ccccc2)OCCCC[C@H](C)O3)cc1
  0.3	1.2
C[C@@H]1CN([C@H](C)CO)C(=O)c2cc(C#CCN(C)C)cnc2O[C@@H]1CN(C)C(=O)c1cnccn1
  0.6	-0.1
C[C@H]1CCCCO[C@H](CN(C)C(=O)c2ccccc2)[C@@H](C)CN([C@@H](C)CO)C(=O)c2cc(NC(=O)Nc3ccc(C(F)(F)F)cc3)ccc2O1
  -1.1	-0.1
CCCNC(=O)C[C@@H]1C[C@H]2c3cc(NC(=O)COC)ccc3O[C@H]2[C@@H](CO)O1
  -0.1	0.7
CC(C)CC#Cc1ccc2c(c1)O[C@H](CN(C)C(=O)C1CCCCC1)[C@H](C)CN([C@H](C)CO)S2(=O)=O
  -0.1	1.1
COc1cccc(-c2cnc3c(c2)C(=O)N([C@H](C)CO)C[C@@H](C)[C@H](CN(C)C(C)=O)O3)c1
  -0.3	0.3
COc1cccc(S(=O)(=O)N(C)C[C@@H]2Oc3cc(C#CCC(C)C)ccc3S(=O)(=O)N([C@@H](C)CO)C[C@@H]2C)c1
  -0.9	-1.7
C[C@@H]1CN([C@@H](C)CO)C(=O)CCCn2cc(nn2)CO[C@H]1CN(C)C(=O)c1ccccc1
  0.1&1.3&0.6	0.2&-2.3
COc1ccc(NC(=O)N(C)C[C@@H]2Oc3ncc(-c4cccnc4)cc3C(=O)N([C@H](C)CO)C[C@H]2C)cc1
  -1.5	9.5
C[C@@H]1CN([C@@H](C)CO)C(=O)Cc2cc(NS(C)(=O)=O)ccc2O[C@H]1CN(C)CC1CCCCC1
  0.2	2.0
Cc1noc(C)c1S(=O)(=O)Nc1ccc2c(c1)C(=O)N([C@@H](C)CO)C[C@@H](C)[C@H](CN(C)C)OCCCC[C@H](C)O2
  -1.2	-0.2
COCC(=O)Nc1ccc2c(c1)[C@@H]1C[C@@H](CC(=O)NCc3ccc4c(c3)OCO4)O[C@H](CO)[C@@H]1O2
  -0.1	1.3
COc1ccccc1NC(=O)N1CCCCN2[C@@H](CO)[C@H](c3ccc(-c4ccccc4)cc3)[C@@H]2C1
  0.4	16
CNC(=O)C[C@@H]1CC[C@H]2[C@H](COc3ccc(NC(=O)NC4CCCC4)cc3C(=O)N2C)O1
  1.2	0.8
COc1ccccc1-c1cn(CC[C@@H]2CC[C@H](NC(=O)c3ccccc3F)[C@@H](CO)O2)nn1
  0.2	0.8
O=C(Cc1ccccn1)NCC[C@H]1CC[C@@H](NS(=O)(=O)c2ccc(Cl)cc2)[C@@H](CO)O1
  -0.7	3.1
COc1ccc(NC(=O)N(C)C[C@@H]2Oc3c(NC(=O)C4CCOCC4)cccc3C(=O)N([C@H](C)CO)C[C@@H]2C)cc1
  0.7	0.8
CNC[C@H]1Oc2c(NC(=O)NC3CCCCC3)cccc2C(=O)N([C@H](C)CO)C[C@H]1C
  1.0	-0.3
CS(=O)(=O)Nc1ccc2c(c1)[C@@H]1C[C@@H](CC(=O)NCc3ccccc3F)O[C@@H](CO)[C@@H]1O2
  -0.7	2.9
C[C@@H]1CN([C@H](C)CO)C(=O)Cc2cc(NC(=O)Cc3ccccc3)ccc2O[C@@H]1CN(C)C(=O)Nc1ccc(F)cc1
  -0.2	28
CO[C@@H]1CN(C)C(=O)c2ccc(NC(=O)Nc3ccccc3Cl)cc2OC[C@H](C)NC[C@H]1C
  0.5	-2.2
COCC(=O)N(C)C[C@@H]1Oc2cc(-c3ccc(C)cc3)ccc2S(=O)(=O)N([C@H](C)CO)C[C@@H]1C
  0.8	0.8
O=C(Nc1ccc(C(F)(F)F)cc1)N[C@@H]1CC[C@H](CCn2cc(C3(O)CCCC3)nn2)O[C@@H]1CO
  -1.1	2.0
CO[C@@H]1CN(C)C(=O)c2cc(NS(=O)(=O)c3ccc(C)cc3)ccc2OC[C@H](C)N(Cc2nccs2)C[C@@H]1C
  -1.6	-1.7
O=C(C[C@@H]1CC[C@@H]2[C@H](COC[C@H](O)CN2Cc2cccc(C(F)(F)F)c2)O1)NCCc1ccccc1
  -4.2	-0.5
CO[C@H]1CN(C)C(=O)c2ccc(NS(=O)(=O)c3ccccc3C)cc2OC[C@@H](C)N(C)C[C@@H]1C
  0.8	-0.6
C[C@H]1CN([C@@H](C)CO)C(=O)c2cccc(NC(=O)Nc3ccc(C(F)(F)F)cc3)c2O[C@@H]1CN(C)Cc1ccc(C(F)(F)F)cc1
  1.0	-2.5
C[C@@H]1CN([C@H](C)CO)C(=O)Cc2cc(NC(=O)Cn3cnnn3)ccc2O[C@H]1CN(C)C(=O)NC1CCCCC1
  0.0	-0.8
O=C(C[C@@H]1C[C@H]2c3cc(NS(=O)(=O)c4ccc(F)cc4)ccc3O[C@H]2[C@H](CO)O1)NCc1cccnc1
  -0.9	2.0
C[C@@H]1CN([C@H](C)CO)C(=O)c2cc(NS(=O)(=O)c3cccs3)ccc2O[C@@H](C)CCCCO[C@@H]1CN(C)C(=O)Cc1ccccc1
  0.5	-0.8
C[C@@H]1CCCCO[C@@H](CN(C)CC2CCCCC2)[C@@H](C)CN([C@H](C)CO)C(=O)c2cc(NC(=O)Nc3ccc4c(c3)OCO4)ccc2O1
  0.9&1.7	0.7
C[C@@H](O)C#Cc1ccc([C@H]2[C@@H](CO)N3CCCCN(CC4CC4)C[C@@H]23)cc1
  -0.2	5.9
CCC(=O)N1[C@@H]2c3ccc(-c4ccc(F)cc4)c(=O)n3C[C@@H]2[C@@H](CO)[C@@H]1C(=O)NC1CCC1
  0.5	-0.3
CO[C@@H]1CN(C)C(=O)c2cc(NC(=O)c3ccccc3)ccc2OC[C@@H](C)NC[C@H]1C
  0.2	-0.3
CC(C)NC(=O)NCC[C@@H]1CC[C@H](NS(=O)(=O)c2ccc(-c3ccccc3)cc2)[C@H](CO)O1
  0.6	0.0
C[C@@H]1CN([C@@H](C)CO)C(=O)c2cc(NC(=O)Nc3ccc(F)cc3)ccc2O[C@H]1CN(C)S(=O)(=O)c1ccc(Cl)cc1
  0.4	0.3
Cc1cc(C(=O)Nc2cccc3c2O[C@@H](CN(C)Cc2ccc4c(c2)OCO4)[C@@H](C)CN([C@@H](C)CO)C3=O)n(C)n1
  -6.7	-2.6
C[C@H](CO)N1C[C@H](C)[C@H](CN(C)C(=O)NC2CCCCC2)OCCCC[C@H](C)Oc2ccc(NS(=O)(=O)c3ccccc3)cc2C1=O
  -0.1	3.6
CCCNC(=O)N(C)C[C@@H]1Oc2cc(-c3ccc(C)cc3)ccc2S(=O)(=O)N([C@@H](C)CO)C[C@@H]1C
  -0.1	1.0
CNC[C@@H]1Oc2ccc(NS(=O)(=O)c3cccs3)cc2C(=O)N([C@H](C)CO)C[C@@H]1C
  1.0	0.2
O=C(NCCc1ccccc1)[C@@H]1N[C@@H]2c3ccc(-c4ccccc4)c(=O)n3C[C@@H]2[C@H]1CO
  0.7	0.1
Cc1ccc(S(=O)(=O)N(C)C[C@H]2Oc3c(NC(=O)Nc4ccc(C(F)(F)F)cc4)cccc3C(=O)N([C@@H](C)CO)C[C@@H]2C)cc1
  0.1	1.7
CCCC#Cc1ccc([C@H]2[C@H]3CN(C(=O)NC4CCCC4)CCCCN3[C@H]2CO)cc1
  0.1	0.6
C[C@H]1CN([C@@H](C)CO)S(=O)(=O)c2ccc(-c3ccccc3)cc2O[C@H]1CN(C)CC1CC1
  -1.0	0.0
Cn1cnc(S(=O)(=O)N[C@H]2C=C[C@H](CC(=O)Nc3ccccc3)O[C@@H]2CO)c1
  0.0	0.9
C/C=C/c1ccc2c(c1)O[C@@H](CN(C)C(=O)c1cccnc1)[C@@H](C)CN([C@@H](C)CO)S2(=O)=O
  0.8	5.7
CCCNC(=O)N(C)C[C@H]1Oc2ncc(C#CC3CCCCC3)cc2C(=O)N([C@@H](C)CO)C[C@@H]1C
  0.7	0.7
C[C@@H]1CN([C@@H](C)CO)C(=O)c2cc(NC(=O)Nc3ccc(F)cc3)ccc2O[C@@H](C)CCCCO[C@H]1CN(C)C(=O)c1ccccc1
  -0.1	-5.5
C[C@H]1CN([C@@H](C)CO)C(=O)c2c(c3ccccc3n2C)-c2ccccc2CO[C@H]1CN(C)C(=O)c1ccccc1
  1.4	1.4
C=CCOC(=O)[C@@H]1[C@H]2C(=O)O[C@H](c3ccccc3)[C@H](c3ccccc3)N2[C@H](c2ccc(OCCOC(=O)[C@@H]3C[C@@H]4C(=O)N[C@@H](CC(C)C)C(=O)N4[C@@H]3c3ccc(O)cc3)cc2)[C@@]12C(=O)Nc1ccc(I)cc12
  0.8	-1.6
O=C(C[C@H]1C[C@@H]2c3cc(NC(=O)C4CCOCC4)ccc3O[C@@H]2[C@H](CO)O1)NCc1ccccc1F
  1.4	-3.4
COc1cccc(S(=O)(=O)N2CCCCN3[C@H](CO)[C@H](c4ccc(-c5cncnc5)cc4)[C@@H]3C2)c1
  0.6	-2.0
C[C@@H]1CN([C@H](C)CO)C(=O)c2cc(NC(=O)c3ccccc3)ccc2O[C@@H](C)CCCCO[C@@H]1CN(C)C(=O)C1CCCCC1
  1.4	-4.2
COc1ccc(NC(=O)N(C)C[C@@H]2Oc3c(NC(=O)Nc4cccc5ccccc45)cccc3C(=O)N([C@@H](C)CO)C[C@H]2C)cc1
  -0.3	-1.8
O=C(C1CCC1)N1CCCCN2[C@H](CO)[C@H](c3ccc(-c4ccncc4)cc3)[C@H]2C1
  1.0	-1.5

Reformatted bar-delimited: 4 of the compounds above.
mol | TcdB GH inh | Mtb BioA inh
C[C@@H]1CCCCO[C@@H](CN(C)CC2CCCCC2)[C@@H](C)CN([C@H](C)CO)C(=O)c2cc(NC(=O)Nc3ccc4c(c3)OCO4)ccc2O1 | 0.9&1.7 | 0.7
O=C(C[C@H]1C[C@@H]2c3cc(NC(=O)C4CCOCC4)ccc3O[C@@H]2[C@H](CO)O1)NCc1ccccc1F | 1.4 | -3.4
C/C=C/c1ccc2c(c1)O[C@@H](CN(C)C(=O)c1cccnc1)[C@@H](C)CN([C@@H](C)CO)S2(=O)=O | 0.8 | 5.7
CCCNC(=O)N(C)C[C@@H]1Oc2cc(-c3ccc(C)cc3)ccc2S(=O)(=O)N([C@@H](C)CO)C[C@@H]1C | -0.1 | 1.0

Next part:
Results follow in this order: TcdB GH inh	Mtb BioA inh
O=C(NCC[C@H]1CC[C@H](NC(=O)c2cnccn2)[C@H](CO)O1)c1ccc2c(c1)OCO2
  0.2	5.1
C[C@@H]1CN([C@H](C)CO)C(=O)c2cccc(NS(=O)(=O)c3ccccc3)c2O[C@H]1CN(C)C(=O)Nc1ccc(C(F)(F)F)cc1
  -0.8	-1.1
COCC(=O)N(C)C[C@@H]1Oc2cc(-c3ccc(F)cc3)ccc2S(=O)(=O)N([C@H](C)CO)C[C@@H]1C
  -1.0	3.7
C=CCOC(=O)[C@H]1[C@@H]2C(=O)O[C@@H](c3ccccc3)[C@@H](c3ccccc3)N2[C@@H](c2ccc(OCCOC(=O)[C@@H]3C[C@@H]4C(=O)NCC(=O)N4[C@@H]3c3cccc(OCCO)c3)cc2)[C@]12C(=O)Nc1ccc(I)cc12
  -1.5	-2.8
CCCNC(=O)C[C@H]1C[C@@H]2c3cc(NC(=O)COC)ccc3O[C@@H]2[C@H](CO)O1
  -0.6	0.2
CS(=O)(=O)N1CCCCN2[C@H](CO)[C@H](c3ccc(C4=CCCC4)cc3)[C@@H]2C1
  2.5	1.8
CO[C@@H]1CN(C)C(=O)c2cc(NS(=O)(=O)c3ccc(F)cc3)ccc2OC[C@H](C)NC[C@@H]1C
  0.3	-1.2
CC(C)NC(=O)N(C)C[C@@H]1Oc2c(NC(=O)c3ccncc3)cccc2C(=O)N([C@@H](C)CO)C[C@H]1C
  -1.7	2.0
O=C(C[C@H]1CC[C@H]2[C@@H](COC[C@@H](O)CN2C(=O)c2cnccn2)O1)NCc1ccccc1
  1.1	-0.4
COc1ccccc1CNC(=O)C[C@@H]1C[C@H]2c3cc(NC(=O)Nc4ccc(C(F)(F)F)cc4)ccc3O[C@H]2[C@H](CO)O1
  -0.6	1.6
O=C(c1cnccn1)N1C[C@H]2[C@@H](c3ccccc31)[C@H](CO)N2C(=O)CC1CC1
  -4.2	-1.2
CO[C@H]1CN(C)C(=O)c2ccc(NC(=O)C3CCCC3)cc2OC[C@H](C)N(C(C)=O)C[C@H]1C
  -1.2	-1.9
COc1ccc(C#Cc2cnc3c(c2)C(=O)N([C@H](C)CO)C[C@H](C)[C@H](CN(C)S(=O)(=O)c2ccc(F)cc2)O3)cc1OC
  -0.4	-3.3

At a glance, part of the list above:
Results follow in this order: TcdB GH inh	Mtb BioA inh
O=C(NCC[C@H]1CC[C@H](NC(=O)c2cnccn2)[C@H](CO)O1)c1ccc2c(c1)OCO2
  0.2	5.1
C[C@@H]1CN([C@H](C)CO)C(=O)c2cccc(NS(=O)(=O)c3ccccc3)c2O[C@H]1CN(C)C(=O)Nc1ccc(C(F)(F)F)cc1
  -0.8	-1.1

Only part of the results is shown (hit frequency here may not be typical).
